MrgX1 allo act – human MrgX1 positive allosteric modulation, primary screen; MrgX1-HEK293, Fluo-4 calcium flux, FDSS; hits give high values; B-score at 10 µM; 310,000 tested, 0.63% active;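 active = plate-corrected calcium response at least 3 library SD above typical, normal starting fluorescence, not activating the receptor alone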;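 also: compound read alongside a low EC10 to EC30 dose of BAM8-22 agonist; peak minus trough fluorescence over baseline measured at the second addition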
Target sequence (Q96LB2 whole entry, looked up): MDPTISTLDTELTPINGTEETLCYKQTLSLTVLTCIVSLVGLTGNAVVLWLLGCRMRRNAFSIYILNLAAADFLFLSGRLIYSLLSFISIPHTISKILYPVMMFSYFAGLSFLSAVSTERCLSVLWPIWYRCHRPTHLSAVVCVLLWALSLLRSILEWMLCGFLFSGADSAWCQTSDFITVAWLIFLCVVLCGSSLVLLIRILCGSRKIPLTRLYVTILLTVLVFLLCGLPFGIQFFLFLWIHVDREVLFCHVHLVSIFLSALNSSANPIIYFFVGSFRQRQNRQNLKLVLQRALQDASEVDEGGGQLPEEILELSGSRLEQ
RGS4 pot – potentiators or activators of RGS4 | HEK293 M3R/inducible RGS4, carbachol calcium flux Fluo4; hits give low values | B-score at 10 µM | 310,000 tested, 0.92% active | AID 463111;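 active = B-score of the integrated calcium signal more than 4 SD below the library mean, with starting fluorescence not abnormally high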;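 also: negative B-score means reduced calcium response which marks RGS4 activation or potentiation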
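Detection: kinetic calcium fluorescence imaging with Fluo4-AM dye, 2 µM / Material: HEK293 cells with stable M3R and inducible RGS4 / Schedule: recording 10 s baseline at 1 Hz, 100 s post-agonist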
HDAC3 inh – inhibitors of human histone deacetylase 3 | O15379 | recombinant HDAC3, fluorogenic peptide/trypsin coupled, fluorescence | inhibition, % at 8.3 µM | 320,000 tested, 0.15% active; in the data active = inhibition above about 26%, passing the limit was not always enough
Target sequence (O15379 whole entry, looked up): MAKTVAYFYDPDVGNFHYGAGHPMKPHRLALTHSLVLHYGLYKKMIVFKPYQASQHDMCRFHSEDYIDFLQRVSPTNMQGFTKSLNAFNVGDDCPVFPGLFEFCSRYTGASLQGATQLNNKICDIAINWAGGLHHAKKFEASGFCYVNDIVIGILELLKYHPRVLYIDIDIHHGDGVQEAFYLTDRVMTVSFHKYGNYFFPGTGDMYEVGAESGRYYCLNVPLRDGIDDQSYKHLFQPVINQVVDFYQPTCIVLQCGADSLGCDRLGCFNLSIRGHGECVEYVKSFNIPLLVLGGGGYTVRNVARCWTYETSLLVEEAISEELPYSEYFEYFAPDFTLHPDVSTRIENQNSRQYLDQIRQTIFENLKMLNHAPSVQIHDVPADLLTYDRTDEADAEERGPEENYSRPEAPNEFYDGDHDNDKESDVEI
MrgX1 ag – human MrgX1 receptor agonism, primary screen; AID 588627; Q96LB2; MrgX1-HEK293 cells, Fluo-4 calcium fluorescence, agonist mode; hits give high values; B-score at 10 µM; 310,000 tested, 0.44% active;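 active = calcium response B-score plate-corrected fluorescence ratio at least 3 library SD, with starting fluorescence B-score inside 5 SD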
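Test system: HEK293 cells stably expressing human MrgX1 receptor; amount: 15,000 cells per well; doses: compound delivered in addition one of three; times: overnight plating before 1 h dye loading; detection: Fluo-4 NW calcium-flux fluorescence, kinetic read; read-out basis: B-scored fluorescence response ratio; controls: positive and negative controls per plate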
TRPC6 inhibitor – blocks the mouse TRPC6 cation channel | Q61143 | HEK293-TRPC6, membrane potential dye, ACh-evoked depolarization; hits give low values | B-score at 10 µM | 310,000 tested, 1.1% active | AID 2553;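 active = B-score under library mean minus 3 SD, initial fluorescence not abnormally high, positive integrated signal ratio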;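 also: B-score derived from integrated fluorescence ratio over the kinetic read; more negative B-score means stronger inhibition of depolarization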
MrgX1 antagonist – blocks BAM8-22 activation of human MrgX1 receptor | Q96LB2 | MRGX1-HEK293 calcium flux, Fluo-4, BAM8-22 antagonism; hits give low values | B-score at 10 µM | 310,000 tested, 1.3% active | AID 588676;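 active = calcium-response B-score plate-corrected more than 3 library SD below zero, starting fluorescence within 5 deviations, no agonist response on first addition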;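 also: peak minus trough fluorescence over baseline after final BAM8-22 challenge near maximal dose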
RGS4 inh – inhibitors of human RGS4 | P49798 | B-score at 10 µM | HEK293 M3R/RGS4 inducible, Fluo-4 calcium flux; hits give high values; triggered by carbachol at its EC20 | AID 463165 | 310,000 tested, 0.45% active;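 active = B-score, a plate-corrected calcium signal, over three deviations above library mean, with baseline fluorescence within five deviations of library mean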;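 also: RGS4 expression induced by doxycycline in cells with stable M3 receptor; B-score is computed from the integrated fluorescence ratio over baseline after carbachol; higher B-score means a larger calcium signal and so more RGS4 inhibition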
Target sequence (P49798 whole entry, looked up): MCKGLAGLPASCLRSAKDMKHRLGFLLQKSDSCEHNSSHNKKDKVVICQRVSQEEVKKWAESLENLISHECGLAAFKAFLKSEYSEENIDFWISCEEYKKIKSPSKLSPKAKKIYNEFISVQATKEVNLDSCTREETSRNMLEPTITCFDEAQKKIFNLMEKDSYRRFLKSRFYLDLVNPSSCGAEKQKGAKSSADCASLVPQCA
SKKanGAS inh – SKKanGAS growth inhibition. 300,000 tested, 1.3% active. S. pyogenes SKKanGAS, kanamycin growth, BacTiter-Glo, 6 h. inhibition, % at 7.5 µM. AID 1662;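 active = mean replicate score, as percent of positive control median, at least 50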;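 also: strain carries kanamycin resistance gene driven by streptokinase promoter and grows in 40 µg/ml kanamycin; loss of luminescence reflects streptokinase promoter inhibition or plain growth inhibition; 0% = median of DMSO wells and 100% = positive control at its reference dose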
ANO1 block – blocks the mouse calcium-activated chloride channel TMEM16A | normalized B-score (activity score, 25-100; higher = stronger inhibition) at 10 µM | Q8BHY3 | HEK293 TMEM16A/YFP iodide influx fluorescence, ionomycin | 310,000 tested, 1.2% active;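 active = ratio plate-corrected score three or more library SD toward inhibition, starting fluorescence score within five deviations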;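 also: score derived from kinetic fluorescence span divided by baseline fluorescence per well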
TRPC6 activator – activates the mouse TRPC6 cation channel | Q61143 | HEK293-TRPC6 membrane potential dye fluorescence; hits give high values | B-score at 10 µM | 310,000 tested, 0.13% active | AID 2550;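 active = B-score of the integrated fluorescence ratio above library mean plus 3 SD, and starting fluorescence ratio within library mean plus 5 SD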;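 also: higher score means more depolarization so channel activation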
TMEM16A act – activators or potentiators of mouse TMEM16A chloride channel | Q8BHY3 | HEK293 TMEM16A/YFP-H148Q/I152L, iodide quench fluorescence; hits give low values | B-score at 10 µM | 340,000 tested, 0.3% active;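 active = fluorescence-ratio B-score plate-corrected deviation score at least 3 library SD below zero, with starting fluorescence score within 5 deviations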;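 also: channel opened by trigger with iodide after compound preincubation; score built on the fluorescence ratio of max minus min over baseline; more negative score means more quench and so TMEM16A activation or potentiation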
An asterisk follows results filed as active.

CC1CCCCN1C(=O)c1c(Cl)cnn1C (stereo not drawn) was read as MrgX1 allo act inactive, RGS4 pot inactive, HDAC3 inh 1.3, MrgX1 ag inactive, TRPC6 inhibitor inactive, MrgX1 antagonist inactive, RGS4 inh inactive, ANO1 block inactive, TRPC6 activator inactive and TMEM16A act inactive.
For CN(C)C(=O)Cn1cc(S(=O)(=O)Cc2ccccc2)c2ccccc21 the results were MrgX1 allo act inactive, RGS4 pot inactive, HDAC3 inh 0.3, MrgX1 ag inactive, TRPC6 inhibitor inactive, MrgX1 antagonist inactive, RGS4 inh inactive, SKKanGAS inh 1.5, ANO1 block inactive, TRPC6 activator inactive and TMEM16A act inactive.
`Cc1cc(C)c2cc(CN(CCN(C)C)C(=O)Nc3ccccc3Cl)c(=O)[nH]c2c1` gave MrgX1 allo act inactive, RGS4 pot inactive, HDAC3 inh -4.7, MrgX1 ag inactive, TRPC6 inhibitor inactive, MrgX1 antagonist inactive, RGS4 inh inactive, SKKanGAS inh -3.8, ANO1 block inactive, TRPC6 activator inactive and TMEM16A act inactive.
Screening CCOC(=O)C1(CCc2ccccc2)CCN(C(=O)c2occc2C)CC1 returned MrgX1 allo act inactive, RGS4 pot inactive, HDAC3 inh 3.8, MrgX1 ag inactive, TRPC6 inhibitor inactive, MrgX1 antagonist inactive, RGS4 inh inactive, SKKanGAS inh 0.4, ANO1 block inactive, TRPC6 activator inactive and TMEM16A act inactive.
For CC(/C=N/NC(=O)c1ccc(CN2c3cccc4cccc(c34)S2(=O)=O)cc1)c1ccccc1 (stereo not drawn) the results were MrgX1 allo act inactive, RGS4 pot inactive, HDAC3 inh -8.6, MrgX1 ag inactive, TRPC6 inhibitor inactive, MrgX1 antagonist inactive, RGS4 inh inactive, SKKanGAS inh 9.9, ANO1 block inactive, TRPC6 activator inactive and TMEM16A act inactive.
Screening CCCC(=O)Nc1ccc(N2CCOCC2)cc1 returned MrgX1 allo act inactive, RGS4 pot inactive, HDAC3 inh 2.0, MrgX1 ag inactive, TRPC6 inhibitor inactive, MrgX1 antagonist inactive, RGS4 inh inactive, SKKanGAS inh -0.2, ANO1 block inactive, TRPC6 activator inactive and TMEM16A act inactive.
COc1ccc(C(=O)Nc2sc3c(c2C(=O)NCc2ccco2)CCCC3)cc1OC was read as MrgX1 allo act inactive, RGS4 pot inactive, HDAC3 inh -11.8, MrgX1 ag inactive, TRPC6 inhibitor inactive, MrgX1 antagonist inactive, RGS4 inh inactive, SKKanGAS inh 7.8, ANO1 block 25*, TRPC6 activator inactive and TMEM16A act inactive.
`CCCCCCn1c(N2CCCC2)nc2c1c(=O)n(C)c(=O)n2C` gave MrgX1 allo act 7.72*, RGS4 pot inactive, HDAC3 inh -3.9, MrgX1 ag inactive, TRPC6 inhibitor inactive, MrgX1 antagonist inactive, RGS4 inh inactive, SKKanGAS inh 1.3, ANO1 block inactive, TRPC6 activator inactive and TMEM16A act inactive.
Screening O=C(c1ccccc1NS(=O)(=O)c1ccc(Br)s1)N1CCOCC1 returned MrgX1 allo act inactive, RGS4 pot inactive, HDAC3 inh 6.2, MrgX1 ag inactive, TRPC6 inhibitor inactive, MrgX1 antagonist inactive, RGS4 inh inactive, SKKanGAS inh 1.5, ANO1 block inactive, TRPC6 activator inactive and TMEM16A act inactive.
COCCCn1c(C(=O)NCCN2CCOCC2)cc2c(=O)n3ccccc3nc21 was read as MrgX1 allo act inactive, RGS4 pot inactive, HDAC3 inh -139.0, MrgX1 ag inactive, TRPC6 inhibitor inactive, MrgX1 antagonist inactive, RGS4 inh inactive, SKKanGAS inh -0.7, ANO1 block inactive, TRPC6 activator inactive and TMEM16A act inactive.
Screening COCCn1c(C)cc(C(=O)CSc2nc3ccccc3c(=O)n2C(C)COC)c1C (stereo not drawn) returned MrgX1 allo act inactive, RGS4 pot inactive, HDAC3 inh -2.6, MrgX1 ag inactive, TRPC6 inhibitor inactive, MrgX1 antagonist inactive, RGS4 inh inactive, SKKanGAS inh -0.2, ANO1 block inactive, TRPC6 activator inactive and TMEM16A act inactive.
For CCN1C(=O)[C@H]2[C@@H](c3ccc(C)cc3)N3C(=O)N(c4cccc(Cl)c4)C(=O)[C@@]3(Cc3ccccc3)[C@H]2C1=O the results were MrgX1 allo act inactive, RGS4 pot inactive, HDAC3 inh -1.1, MrgX1 ag inactive, TRPC6 inhibitor inactive, MrgX1 antagonist -5.16*, RGS4 inh inactive, SKKanGAS inh 5.2, ANO1 block inactive, TRPC6 activator inactive and TMEM16A act inactive.
`COc1ccc(-c2cc3c(=O)n(CC(=O)NCCCN4CCC(N5CCCCC5)CC4)ncn3n2)cc1` gave MrgX1 allo act inactive, RGS4 pot inactive, HDAC3 inh -2.3, MrgX1 ag inactive, TRPC6 inhibitor inactive, MrgX1 antagonist inactive, RGS4 inh inactive, SKKanGAS inh -1.1, ANO1 block inactive, TRPC6 activator inactive and TMEM16A act inactive.
For S=C(NCc1ccccc1)NCc1ccc2c(c1)OCO2 the results were MrgX1 allo act inactive, RGS4 pot inactive, HDAC3 inh -1.9, MrgX1 ag inactive, TRPC6 inhibitor inactive, MrgX1 antagonist inactive, RGS4 inh inactive, SKKanGAS inh -0.7, ANO1 block inactive, TRPC6 activator inactive and TMEM16A act inactive.
For CCc1cccc(CC)c1NC(=O)COC(=O)/C(C#N)=C/c1ccc(OC)cc1 the results were MrgX1 allo act inactive, RGS4 pot inactive, HDAC3 inh 1.1, MrgX1 ag inactive, TRPC6 inhibitor inactive, MrgX1 antagonist inactive, RGS4 inh inactive, SKKanGAS inh 1.6, ANO1 block inactive, TRPC6 activator inactive and TMEM16A act inactive.
`Cc1ccccc1NC(=O)c1ccc2c(c1)OCCO2` gave MrgX1 allo act inactive, RGS4 pot inactive, HDAC3 inh -3.1, MrgX1 ag inactive, TRPC6 inhibitor inactive, MrgX1 antagonist inactive, RGS4 inh inactive, SKKanGAS inh -2.8, ANO1 block inactive, TRPC6 activator inactive and TMEM16A act inactive.
For Cn1cc(-c2ccccc2C(=O)O)c(=O)c2cc(Cl)ccc21 the results were MrgX1 allo act inactive, RGS4 pot inactive, HDAC3 inh -4.4, MrgX1 ag inactive, TRPC6 inhibitor inactive, MrgX1 antagonist inactive, RGS4 inh inactive, SKKanGAS inh -0.5, ANO1 block inactive, TRPC6 activator inactive and TMEM16A act inactive.
`NC(=O)CSc1nnc(C2CC2)n1-c1ccccc1` gave MrgX1 allo act inactive, RGS4 pot inactive, HDAC3 inh -9.7, MrgX1 ag inactive, TRPC6 inhibitor inactive, MrgX1 antagonist inactive, RGS4 inh inactive, SKKanGAS inh 1.8, ANO1 block inactive, TRPC6 activator inactive and TMEM16A act inactive.
Screening COc1ccc(S(=O)(=O)N2CCOCC2)cc1C(=O)Nc1ccc2c(c1)OCO2 returned MrgX1 allo act inactive, RGS4 pot inactive, HDAC3 inh 6.9, MrgX1 ag inactive, TRPC6 inhibitor inactive, MrgX1 antagonist inactive, RGS4 inh inactive, SKKanGAS inh 6.5, ANO1 block inactive, TRPC6 activator inactive and TMEM16A act inactive.
Screening COc1ccc(CCC(=O)NCC(c2ccco2)N2CCc3ccccc32)cc1 (stereo not drawn) returned MrgX1 allo act inactive, RGS4 pot inactive, HDAC3 inh -2.6, MrgX1 ag inactive, TRPC6 inhibitor inactive, MrgX1 antagonist inactive, RGS4 inh inactive, SKKanGAS inh 3.6, ANO1 block inactive, TRPC6 activator inactive and TMEM16A act inactive.
Cc1ccc(N2C(=O)C(NC(=O)c3ccccc3F)(C(F)(F)F)C3=C2CC(C)(C)CC3=O)cc1 (stereo not drawn) was read as MrgX1 allo act inactive, RGS4 pot inactive, HDAC3 inh -2.8, MrgX1 ag inactive, TRPC6 inhibitor inactive, MrgX1 antagonist inactive, RGS4 inh inactive, SKKanGAS inh 1.4, ANO1 block inactive, TRPC6 activator inactive and TMEM16A act inactive.
For c1ccc(-c2nc3c4ccccc4ccn3c2CN2CCOCC2)cc1 the results were MrgX1 allo act inactive, RGS4 pot inactive, HDAC3 inh -3.4, MrgX1 ag inactive, TRPC6 inhibitor inactive, MrgX1 antagonist inactive, RGS4 inh inactive, SKKanGAS inh 0.4, ANO1 block inactive, TRPC6 activator inactive and TMEM16A act inactive.
COc1ccc(CC(=O)N(Cc2ccccc2)c2ccccc2)cc1S(=O)(=O)N1CCOCC1 was read as MrgX1 allo act inactive, RGS4 pot inactive, HDAC3 inh -1.0, MrgX1 ag inactive, TRPC6 inhibitor inactive, MrgX1 antagonist inactive, RGS4 inh inactive, SKKanGAS inh -10.5, ANO1 block inactive, TRPC6 activator inactive and TMEM16A act inactive.
For COc1ccc(CNS(=O)(=O)c2ccc3c(c2)N(C)CCO3)cc1 the results were MrgX1 allo act inactive, RGS4 pot inactive, HDAC3 inh 2.5, MrgX1 ag inactive, TRPC6 inhibitor inactive, MrgX1 antagonist inactive, RGS4 inh inactive, SKKanGAS inh -1.9, ANO1 block inactive, TRPC6 activator inactive and TMEM16A act inactive.
`O=C(Nc1cccc2ccccc12)N1CC=C(c2ccccc2)CC1` gave MrgX1 allo act inactive, RGS4 pot inactive, HDAC3 inh 0.6, MrgX1 ag inactive, TRPC6 inhibitor inactive, MrgX1 antagonist inactive, RGS4 inh inactive, SKKanGAS inh -20.1, ANO1 block inactive, TRPC6 activator inactive and TMEM16A act inactive.
O=C(N/N=C/c1cccc([N+](=O)[O-])c1)c1cccc2cc[nH]c12 was read as MrgX1 allo act inactive, RGS4 pot inactive, HDAC3 inh 2.8, MrgX1 ag inactive, TRPC6 inhibitor inactive, MrgX1 antagonist inactive, RGS4 inh inactive, SKKanGAS inh -15.7, ANO1 block inactive, TRPC6 activator inactive and TMEM16A act inactive.
`CC(C)OC(=O)Cn1c(=O)sc2ccccc21` gave MrgX1 allo act inactive, RGS4 pot inactive, HDAC3 inh -6.1, MrgX1 ag inactive, TRPC6 inhibitor inactive, MrgX1 antagonist inactive, RGS4 inh inactive, SKKanGAS inh -8.8, ANO1 block inactive, TRPC6 activator inactive and TMEM16A act inactive.
`Cc1cc(C)c2nc(-c3ccccn3)cc(C(=O)Nc3cc(C)on3)c2c1` gave MrgX1 allo act inactive, RGS4 pot inactive, HDAC3 inh -2.1, MrgX1 ag inactive, TRPC6 inhibitor inactive, MrgX1 antagonist inactive, RGS4 inh inactive, SKKanGAS inh 0.0, ANO1 block inactive, TRPC6 activator inactive and TMEM16A act inactive.

Compound activity as filed in PubChem.
